Bioassay records: PubChem, National Center for Advancing Translational Sciences (NCATS)
A549 viability: A549 cytotoxicity, counter-screen for Nrf2 inhibitors. A549 ARE-Fluc cells, CellTiter-Fluor viability, 18-24 h. Potency, µM (doses to about 46 µM), inactives show top-dose activity change, negative = cytotoxicity, usual class: inhibitors. 0.16% of 390,000 active. AID 504648; note: potency is the fitted concentration of half-maximal effect; % is set by controls: 0 for no effect and ±100 for the full control effect
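Cytotoxicity counterscreen: CellTiter-Fluor fluorescence was measured in A549 ARE_Fluc cells after 18-24 h of compound exposure in a concentration series. The subsequent BugLite luminescent read reports ARE-luciferase activity.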
EPAC2 ag: EPAC2 (human) agonism; Q8WZA2; EPAC2 activation, biochemical qHTS; response scale: 100% = 6.5 mM cAMP response; Potency, µM (titrated, usually from 154 µM), inactives show top-dose activation, most hits filed as activators; 0.079% of 360,000 active; AID 720711; note: potency is the fitted concentration of half-maximal effect; nearly all actives have a fitted effect of over 50% in size
Target sequence (Q8WZA2 whole entry, looked up): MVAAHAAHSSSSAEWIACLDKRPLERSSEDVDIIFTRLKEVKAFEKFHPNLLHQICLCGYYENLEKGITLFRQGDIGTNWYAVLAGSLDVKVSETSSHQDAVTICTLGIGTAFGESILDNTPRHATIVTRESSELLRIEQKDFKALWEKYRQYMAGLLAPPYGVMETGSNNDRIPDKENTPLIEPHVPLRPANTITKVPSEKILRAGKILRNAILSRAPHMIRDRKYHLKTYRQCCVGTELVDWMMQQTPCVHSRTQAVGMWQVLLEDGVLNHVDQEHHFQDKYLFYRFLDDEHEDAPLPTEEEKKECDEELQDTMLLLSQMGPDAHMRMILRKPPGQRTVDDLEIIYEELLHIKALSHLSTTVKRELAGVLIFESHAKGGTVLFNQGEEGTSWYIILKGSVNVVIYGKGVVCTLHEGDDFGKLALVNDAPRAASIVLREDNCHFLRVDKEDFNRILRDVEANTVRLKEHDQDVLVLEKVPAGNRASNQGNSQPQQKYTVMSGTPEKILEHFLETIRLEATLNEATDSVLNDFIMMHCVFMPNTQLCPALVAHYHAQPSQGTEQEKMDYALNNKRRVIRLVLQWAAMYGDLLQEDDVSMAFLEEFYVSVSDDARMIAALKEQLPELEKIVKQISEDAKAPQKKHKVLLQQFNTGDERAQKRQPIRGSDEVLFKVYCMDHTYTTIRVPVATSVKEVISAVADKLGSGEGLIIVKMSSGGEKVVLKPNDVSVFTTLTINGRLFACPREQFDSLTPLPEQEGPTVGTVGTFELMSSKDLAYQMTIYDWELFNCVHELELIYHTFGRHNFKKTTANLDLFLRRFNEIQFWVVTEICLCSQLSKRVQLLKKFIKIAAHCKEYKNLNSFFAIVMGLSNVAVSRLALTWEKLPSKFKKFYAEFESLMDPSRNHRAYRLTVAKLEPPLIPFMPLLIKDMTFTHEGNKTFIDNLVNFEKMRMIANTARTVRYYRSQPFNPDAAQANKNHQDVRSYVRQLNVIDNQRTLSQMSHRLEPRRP
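In this primary screen, activation is scored as increased exchange of BODIPY-GDP from Rap1B by 100 nM EPAC2, with 50 uM GDP as competitor. Signal is normalized to the 6.5 mM cAMP agonist control.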
IL2 activator: activators of IL-2; IL-2 activation reporter assay, cell-based qHTS; stimulated with anti-CD3/CD4/CD28 beads; in transgenic mouse T cells; activation, % (series mostly up to about 46 µM); 0.065% of 360,000 active; in the data active = activation above about 50%; inconclusive = mostly about 30% to 49%; note: 0% is about no effect
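Quantitative HTS in unstimulated transgenic mouse T cells, with memory T cells as non-tolerant control and PMA/ionomycin as tolerance-bypass control. Compound pretreatment lasted 60 minutes before 18 h bead stimulation; EGFP/DsRed fluorescence read.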
ATXN viability: cell viability loss in ATXN counter-screen | S2 cells (HEK-293 line with an ATXN2-luciferase reporter) viability, CellTiter-Fluor protease fluorescence, 24 h | Potency, µM (top dose mostly 56.7 µM), usual class: cytotoxic | 0.49% of 400,000 active; note: potency is the fitted concentration of half-maximal effect; nearly all actives have a fitted effect of over 40% in size
TGFb inhibitor: TGF-b pathway inhibition | HepG2 CAGA-GFP TGF-b/SMAD3 reporter, GFP fluorescence, 18 h; TGF-beta stimulated, 500 pg/mL final | Potency, µM (top dose mostly 46.1 µM), without a hit: at the top dose activity, negative = inhibition, hits mostly inhibitors | 1.2% of 410,000 active | AID 588855; note: potency is the fitted concentration of half-maximal effect; % is set by controls: 0 for no effect and ±100 for the full control effect; nearly all actives have a fitted effect of over 65% in size
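HEPG2 CAGA-GFP reporter cells (1000/well, DMEM with 1% FBS) received compounds, then recombinant TGF-beta at 500 pg/mL final for 18 hours at 37 degrees C. Per-cell GFP summed per well was normalised to unstimulated and stimulated DMSO controls before curve fitting.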
Nrf2 block: Nrf2 pathway inhibition | A549 ARE-Fluc reporter, luciferase luminescence, 18-24 h | Potency, µM (top dose mostly 46 µM), without a hit: at the top dose activity change, negative = inhibition, most hits filed as inhibitors | 2.1% of 360,000 active; note: potency is the fitted concentration of half-maximal effect; % is set by controls: 0 for no effect and ±100 for the full control effect; nearly all actives have a fitted effect of over 60% in size
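Concentration-response testing used A549 ARE_Fluc cells at 5000 cells/well. Following an 18-24 h compound incubation, viability was read by fluorescence (Ex 405/Em 525) and luciferase output by luminescence.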
HepG2 tox: kills HepG2 cells in TGF-b inhibitor counter-screen; HepG2 CAGA-GFP viability, ATP luminescence, 18 h; Potency, µM (series often up to 46.1 µM), inactives show top-dose activity change, negative = cytotoxicity, usual class: cytotoxic; 0.76% of 410,000 active; note: potency is the fitted concentration of half-maximal effect; some results filed as inactive show a strong effect at the top dose
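HepG2 CAGA-GFP cells (1000/well, DMEM with 1% FBS) received compound, then TGF-beta at 500 pg/mL final, and were incubated 18 hours at 37 degrees C. Viability was read by CellTiter-Glo luminescence. Media-only wells were set as complete cell-killing and DMSO as no toxicity.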
Nrf2 ARE act: activates Nrf2 signaling; AREc32 ARE-luciferase reporter (MCF7-derived line), luminescence, 24 h; Potency, µM (highest dose often 46.1 µM), for the others: at the top dose activation, hits mostly activators; 0.31% of 410,000 active; AID 624171; note: potency is the fitted concentration of half-maximal effect; % of control where 0% means no effect; nearly all actives have a fitted effect of over 65% in size
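Luminescent ARE reporter assay in AREc32_Fluc cells: overnight plating at 37 deg C, 24 hr compound incubation, Steady-Glo added, 30 min RT before reading.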
ATXN2 expr inh: reduces ATXN2 reporter expression in HEK-293 cells; HEK-293 ATXN2-luciferase reporter, luminescence, 24 h; Potency, µM (doses to about 57 µM), inactives show at the highest dose activity change, negative = inhibition, most hits filed as inhibitors; 0.72% of 360,000 active; AID 1745845; note: potency is the fitted concentration of half-maximal effect; % is set by controls: 0 for no effect and ±100 for the full control effect; nearly all actives have a fitted effect of over 55% in size
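ATXN2-luciferase reporter cells (luciferase flanked by upstream and downstream ATXN2 gene portions) were treated 24 h at 37 °C with compounds at up to 57 uM. SteadyGlo luminescence gave expression; GF-AFC fluorescence gave viability.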
The depositor's hits bear a star. Unless noted, calls come from the whole dose curve; as a rule, active = well fitted curve in the direction sought with a large enough effect; inconclusive = small, poorly fitted or top-dose-only effect, or another doubt; inactive = no such curve, though single readings can be large; an effect the other way counts as inactive or inconclusive.

Results for Cc1cc(NC2C3CC4CC(C3)CC2C4)n2ncnc2n1 (configuration not stated) ?
A549 viability: 0.4%; EPAC2 ag: -15.9%; IL2 activator: -1.3; ATXN viability: inactive; TGFb inhibitor: -0.1%; Nrf2 block: 10.9%; HepG2 tox: -24.2%; Nrf2 ARE act: 3.0%; ATXN2 expr inh: 3.4%

Results for COCCCNCCCOc1ccc(C(C)(C)c2ccccc2)cc1 ?
A549 viability: -0.6%; EPAC2 ag: -4.1%; IL2 activator: 1.1; ATXN viability: inactive; TGFb inhibitor: inconclusive; Nrf2 block: 2.1%; HepG2 tox: -39.7%; Nrf2 ARE act: 0.9%; ATXN2 expr inh: -13.7%

What do the screens show for `CSc1ccc(C2C(C#N)=C(N)N(c3ccccc3)C3=C2C(=O)CCC3)cc1` (configuration not stated)?
A549 viability: 0.6%; EPAC2 ag: 12.6%; IL2 activator: -0.6; ATXN viability: inactive; TGFb inhibitor: 24.3%; HepG2 tox: -2.8%; Nrf2 ARE act: 8.3%; ATXN2 expr inh: -17.4%

Results for Cn1c(=O)[nH]c(=O)c2c1nc(N1CCNCC1)n2Cc1cccc2ccccc12 ?
A549 viability: 9.3%; EPAC2 ag: -1.0%; IL2 activator: 0.1; ATXN viability: inconclusive; TGFb inhibitor: -27.6%; Nrf2 block: 15.5%; HepG2 tox: -2.5%; Nrf2 ARE act: -0.8%; ATXN2 expr inh: 1.0%

How did CCN1CCN(C(=O)Cn2nc(C)n3c(cc4c(OC)cccc43)c2=O)CC1 do in these assays?
A549 viability: -2.2%; EPAC2 ag: -0.4%; IL2 activator: 0.1; ATXN viability: inconclusive; TGFb inhibitor: -15.4%; Nrf2 block: 8.8%; HepG2 tox: -7.7%; Nrf2 ARE act: 0.5%

Results for COC(=O)c1ccc(CSc2ncnc3ccccc23)o1 ?
A549 viability: 5.9%; EPAC2 ag: 8.7%; IL2 activator: -1.7; ATXN viability: inactive; TGFb inhibitor: 9.8%; Nrf2 block: -11.4%; HepG2 tox: -2.1%; Nrf2 ARE act: 5.9%; ATXN2 expr inh: 0.7%

How did CCCCNC(=O)CN1CCC2(O)CCCCC2C1c1ccccc1OC (configuration not stated) do in these assays?
A549 viability: -4.6%; EPAC2 ag: 0.6%; IL2 activator: -0.3; ATXN viability: inactive; TGFb inhibitor: 5.1%; Nrf2 block: 5.6%; HepG2 tox: -2.9%; Nrf2 ARE act: 4.9%; ATXN2 expr inh: 2.3%

Results for CCCCOc1ccc(Cc2c(COCC)[nH]c(=S)[nH]c2=O)cc1 ?
A549 viability: 2.5%; EPAC2 ag: -10.6%; IL2 activator: -0.8; ATXN viability: inactive; TGFb inhibitor: -10.3%; Nrf2 block: inconclusive; HepG2 tox: -15.3%; Nrf2 ARE act: 3.5%; ATXN2 expr inh: 9.7%

How did Cc1noc(C)c1C(=O)Nc1nc2ccc(F)cc2s1 do in these assays?
A549 viability: 4.9%; EPAC2 ag: 7.5%; IL2 activator: 0.3; ATXN viability: inactive; TGFb inhibitor: -14.0%; Nrf2 block: inconclusive; HepG2 tox: -49.0%; Nrf2 ARE act: inconclusive

What do the screens show for `N#Cc1ccsc1NC(=O)CCN1C(=O)C2CCCCC2C1=O` (configuration not stated)?
A549 viability: 0.7%; EPAC2 ag: -9.3%; IL2 activator: -0.3; ATXN viability: inactive; TGFb inhibitor: inconclusive; Nrf2 block: -6.5%; HepG2 tox: -5.7%; Nrf2 ARE act: 2.6%; ATXN2 expr inh: 16.4%

What do the screens show for `COc1ccc(S(=O)(=O)N2CC(=O)Nc3ccccc32)cc1F`?
A549 viability: -0.9%; EPAC2 ag: 2.8%; IL2 activator: -3.9; ATXN viability: inactive; TGFb inhibitor: -2.2%; Nrf2 block: 0.7%; HepG2 tox: -11.3%; Nrf2 ARE act: -0.5%; ATXN2 expr inh: 3.1%

How did COc1ccccc1NC(=O)c1nn(-c2ccccc2)ccc1=O do in these assays?
A549 viability: 11.1%; EPAC2 ag: 5.9%; IL2 activator: -0.4; ATXN viability: inactive; TGFb inhibitor: 0.7%; HepG2 tox: 4.5%; Nrf2 ARE act: -0.1%; ATXN2 expr inh: 14.2%

Results for COC(=O)CSc1snnc1-c1ccc(Cl)cc1Cl ?
A549 viability: -7.0%; EPAC2 ag: 5.4%; IL2 activator: 0.1; ATXN viability: inactive; TGFb inhibitor: 0.0%; Nrf2 block: 7.5%; HepG2 tox: 0.0%; Nrf2 ARE act: -0.6%; ATXN2 expr inh: -2.0%

What do the screens show for `CCCc1cc(=O)[nH]c(SCC(=O)N2CCN(S(=O)(=O)c3ccc(C)cc3)C2)n1`?
A549 viability: 0.1%; EPAC2 ag: 16.1%; IL2 activator: -0.7; ATXN viability: inactive; TGFb inhibitor: 9.1%; Nrf2 block: 14.9%; HepG2 tox: 3.0%; Nrf2 ARE act: -0.3%; ATXN2 expr inh: 0.3%

How did Cc1cc(=O)nc2c3ccccc3n(C(C)C(=O)NCCN3CCOCC3)n12 (configuration not stated) do in these assays?
A549 viability: -9.8%; EPAC2 ag: -1.8%; IL2 activator: 2.1; ATXN viability: inactive; TGFb inhibitor: 4.2%; Nrf2 block: 19.0%; HepG2 tox: 5.3%; Nrf2 ARE act: -0.4%; ATXN2 expr inh: 13.1%

What do the screens show for `COC(=O)c1sc2ccccc2c1N`?
A549 viability: -5.9%; EPAC2 ag: -2.9%; IL2 activator: -0.2; ATXN viability: inactive; TGFb inhibitor: -3.3%; Nrf2 block: 23.2%; HepG2 tox: 0.3%; Nrf2 ARE act: 8.7%; ATXN2 expr inh: 23.4%

Results for Cc1cc(CNC(=O)COc2ccc(F)cc2Cl)cc(C)c1O ?
A549 viability: 15.6%; EPAC2 ag: 15.0%; IL2 activator: -0.1; ATXN viability: inactive; TGFb inhibitor: -7.1%; Nrf2 block: -11.6%; HepG2 tox: 2.7%; Nrf2 ARE act: 2.1%; ATXN2 expr inh: -14.2%

How did CCCCN1CC(COC)Oc2cccc(F)c2S1(=O)=O (configuration not stated) do in these assays?
A549 viability: 5.2%; EPAC2 ag: 7.1%; IL2 activator: -0.8; ATXN viability: inactive; TGFb inhibitor: -8.2%; Nrf2 block: 4.5%; HepG2 tox: -3.9%; Nrf2 ARE act: -0.3%; ATXN2 expr inh: 4.3%

What do the screens show for `CCOC(=O)[C@]12CCCC=C1N(Cc1ccc3c(c1)OCO3)C(=O)[C@H](CC(=O)N1CCCCC1)C2`?
EPAC2 ag: 14.4%; IL2 activator: 0.9; ATXN viability: inconclusive; Nrf2 ARE act: -0.2%; ATXN2 expr inh: -1.4%

How did CS(=O)(=O)N(CC(=O)Nc1ccccc1Br)Cc1ccccc1 do in these assays?
A549 viability: 4.1%; EPAC2 ag: 11.6%; IL2 activator: -0.9; ATXN viability: inactive; TGFb inhibitor: 0.1%; Nrf2 block: 2.0%; HepG2 tox: 4.4%; Nrf2 ARE act: -0.6%; ATXN2 expr inh: -21.6%

What do the screens show for `O=C(NC1=NCCS1)C1CCN(S(=O)(=O)c2ccccc2C(F)(F)F)CC1`?
A549 viability: 4.3%; EPAC2 ag: 7.7%; IL2 activator: 0.2; ATXN viability: inactive; TGFb inhibitor: -7.9%; Nrf2 block: -22.8%; HepG2 tox: -8.1%; Nrf2 ARE act: 0.0%; ATXN2 expr inh: -1.0%

Results for CC(C)CN(CC(C)C)C(=O)C1CCCN(S(=O)(=O)c2ccc3c(c2)oc(=O)n3C)C1 (configuration not stated) ?
A549 viability: -6.8%; ATXN viability: inactive; TGFb inhibitor: -2.2%; Nrf2 block: -2.7%; HepG2 tox: 1.6%; Nrf2 ARE act: -1.0%; ATXN2 expr inh: 6.8%

Results for CCOC(=O)Cc1c(C(=O)OCC)nnc2c(-c3ccccc3)c(C)nn12 ?
A549 viability: 0.4%; ATXN viability: inactive; TGFb inhibitor: -13.5%; Nrf2 block: 0.7%; HepG2 tox: -4.1%; Nrf2 ARE act: -0.7%; ATXN2 expr inh: 3.0%

What do the screens show for `CCC(C(=O)NC1CCCC1)N(C(=O)Cn1nnc(-c2ccc(C)o2)n1)c1ccc(OC)cc1` (configuration not stated)?
A549 viability: 7.2%; EPAC2 ag: 2.2%; IL2 activator: -0.7; ATXN viability: inactive; TGFb inhibitor: 2.2%; Nrf2 block: 0.1%; HepG2 tox: -10.8%; Nrf2 ARE act: 0.0%; ATXN2 expr inh: -9.0%

What do the screens show for `CCOC(=O)N1CCN(CC(=O)Nc2ccc(C)c(Br)c2)CC1`?
A549 viability: 2.1%; EPAC2 ag: -8.9%; IL2 activator: 0.1; ATXN viability: inactive; TGFb inhibitor: -12.3%; Nrf2 block: -9.1%; HepG2 tox: -16.6%; Nrf2 ARE act: 0.1%; ATXN2 expr inh: -2.7%

What do the screens show for `CCOC(=O)c1ccc2nc(NC(NC(C)=O)(C(=O)OC)C(F)(F)F)sc2c1` (configuration not stated)?
A549 viability: 7.6%; EPAC2 ag: -2.4%; IL2 activator: -1.2; ATXN viability: inactive; TGFb inhibitor: 5.8%; HepG2 tox: -8.3%; Nrf2 ARE act: -0.4%; ATXN2 expr inh: 3.7%

Results for Cc1cccc(NC(=O)CC(C)(C)C)c1 ?
A549 viability: -20.8%; EPAC2 ag: -8.9%; IL2 activator: 0.1; ATXN viability: inactive; TGFb inhibitor: -4.0%; Nrf2 block: 1.5%; HepG2 tox: -1.4%; Nrf2 ARE act: 2.7%; ATXN2 expr inh: 7.3%

Reprinted at random: two compounds from above, in no set order.
What do the screens show for `CCOC(=O)N1CCN(CC(=O)Nc2ccc(C)c(Br)c2)CC1`?
A549 viability: 2.1%; EPAC2 ag: -8.9%; IL2 activator: 0.1; ATXN viability: inactive; TGFb inhibitor: -12.3%; Nrf2 block: -9.1%; HepG2 tox: -16.6%; Nrf2 ARE act: 0.1%; ATXN2 expr inh: -2.7%

Results for CCOC(=O)Cc1c(C(=O)OCC)nnc2c(-c3ccccc3)c(C)nn12 ?
A549 viability: 0.4%; ATXN viability: inactive; TGFb inhibitor: -13.5%; Nrf2 block: 0.7%; HepG2 tox: -4.1%; Nrf2 ARE act: -0.7%; ATXN2 expr inh: 3.0%
